Source: PubChem BioAssay (National Center for Advancing Translational Sciences (NCATS))
KB-V1 MDR tox: qHTS assay for MDR1-selective chemotherapeutics: Primary screen using the drug-selected MDR subline cells KB-V1 | KB-V1 MDR cells viability, CellTiter-Glo, 72 h | Potency, µM (titrated, usually from 46.1 µM), for inactives: at the top dose activity change, negative = cytotoxicity, hits mostly cytotoxic | 3.4% of 400,000 active | AID 1347076, 2019; note: % is set by controls: 0 for no effect and ±100 for the full control effect; nearly all actives have a fitted effect of over 60% in size
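Following 72 h at 37 degrees C with compound, KB-V1 cell viability was read by CellTiter-Glo luminescence, medium being phenol-red-free DMEM plus 10% FBS; concentration-response parameters came from normalized, curve-fitted qHTS data.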
TDP-43 yeast inh: qHTS of TDP-43 Inhibitors. 1.8% of 410,000 active. Potency, µM (top dose mostly 46.1 µM), for inactives: at the highest dose growth rescue (activation), most hits filed as activators. TDP-43 expressing yeast growth rescue, BacTiter-Glo, 24 h. AID 652104, 2013; note: % of control where 0% means no effect; nearly all actives have a fitted effect of over 50% in size
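In this qHTS, compounds that restore growth of yeast expressing TDP-43 appear as activators. Cells (OD600=0.02, galactose medium, raffinose-pregrown) are incubated with compound 24 hr at 30 deg C and growth is quantified by BacTiter-Glo.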
GLP1R ag: qHTS of GLP-1 Receptor Agonists; Glucagon-like peptide 1 receptor (Homo sapiens), P43220; Potency, µM (titrated, usually from 45.6 µM), for the others: at the highest dose activation, hits mostly activators; HEK293 GLP-1R CRE-luciferase, luminescence, 4-6 h; cells express a hypersensitive GLP-1R form; 0.007% of 380,000 active; note: % of control where 0% means no effect
Target sequence (P43220 whole entry, looked up): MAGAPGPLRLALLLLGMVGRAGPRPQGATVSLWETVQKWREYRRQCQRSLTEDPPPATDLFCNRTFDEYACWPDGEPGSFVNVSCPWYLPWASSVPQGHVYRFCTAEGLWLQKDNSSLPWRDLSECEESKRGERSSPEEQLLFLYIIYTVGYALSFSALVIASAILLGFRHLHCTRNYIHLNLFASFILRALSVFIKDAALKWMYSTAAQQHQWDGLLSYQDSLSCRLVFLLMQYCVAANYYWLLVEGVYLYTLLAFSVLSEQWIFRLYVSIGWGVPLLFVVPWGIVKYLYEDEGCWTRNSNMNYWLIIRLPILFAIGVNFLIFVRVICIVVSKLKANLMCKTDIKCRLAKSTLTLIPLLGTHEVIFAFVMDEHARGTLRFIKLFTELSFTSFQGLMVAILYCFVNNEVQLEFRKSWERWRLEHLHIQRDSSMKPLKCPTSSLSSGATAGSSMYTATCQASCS
HT1080 IDH1KD tx: qHTS for induction of synthetic lethality in tumor cells producing 2HG: qHTS for the HT-1080-IDH1KD cell line | HT-1080 IDH1 knockdown viability, ATP luminescence, 48 h | Potency, µM (titrated, usually from 46.1 µM), for the others: top-dose activity, negative = toxicity, actives largely listed as cytotoxic | 2% of 360,000 active;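 note: 0% = DMSO wells and -100% = cell-free medium wells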
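Luminescent ATP read-out (CellTiter-Glo, 10 min at room temperature) after 48 h compound exposure at 37 °C gave viability of IDH1-knockdown HT-1080 cells. Activity was normalised to DMSO and cell-free wells, then fitted as concentration-response curves.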
GLP1R cytotox: qHTS of GLP-1 Receptor Inverse Agonists: Cytotox Screen. AID 624418, 2012. HEK293 cAMP-luciferase reporter cells, luminescence, 24 h. Potency, µM (series often up to 38.3 µM), for the others: top-dose activity change, negative = inhibition, most hits filed as inhibitors. 0.13% of 410,000 active;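 note: loss of luciferase light is scored as toxicity; % is set by controls: 0 for no effect and ±100 for the full control effect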
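Compound-treated cells are incubated 24 hr at 37 deg C under 5% CO2 after a 12 hour attachment period, then luciferase detection reagent is added and luminescence is measured following 12 min at room temperature; lowered signal indicates toxicity.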
SW480 rerep: A quantitative high throughput screen for small molecules that induce DNA re-replication in SW480 colon adenocarcinoma cells; SW480 DNA re-replication, Hoechst DNA content imaging, 48 h; Potency, µM (series often up to 46.1 µM), without a hit: at the top dose re-replication activation, usual class: activators; 1.8% of 340,000 active; AID 624297, 2012; note: % of control where 0% means no effect; nearly all actives have a fitted effect of over 55% in size
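SW480 cells exposed to compounds for 48 hr at 37 C, 5% CO2, then Hoechst-stained 40 min. Nuclear DNA content imaged by fluorescence scanning (405 nm excitation, 500-530 nm emission); re-replication scored as increased high-intensity nuclei.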
GLP1R inv ag: qHTS of GLP-1 Receptor Inverse Agonists (Inhibition Mode) | 1.6% of 410,000 active | Potency, µM (doses to about 38.3 µM), inactives show at the highest dose activity change, negative = inhibition, usual class: inhibitors | Glucagon-like peptide 1 receptor (Homo sapiens), P43220 | AID 624417, 2012 | HEK293 GLP-1R CRE-luciferase, luminescence, 24 h; GLP-1R form is constitutively active; note: % is set by controls: 0 for no effect and ±100 for the full control effect; nearly all actives have a fitted effect of over 55% in size
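HEK293 cells stably co-expressing a cAMP-responsive luciferase reporter and constitutively active GLP-1R were seeded, incubated 12 h, then exposed to compounds for 24 h at 37 C. Luminescence was read 12 min after detection reagent; inverse agonists lower signal.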
KB-3-1 tox: qHTS assay for MDR1-selective chemotherapeutics: Primary screen using the parental adenocarcinoma cell KB-3-1 | AID 1347075, 2019 | KB-3-1 viability, CellTiter-Glo ATP luminescence, 72 h | 1.4% of 400,000 active | Potency, µM (top dose mostly 46.1 µM), without a hit: at the highest dose activity change, negative = cytotoxic, actives largely listed as cytotoxic; note: % is set by controls: 0 for no effect and ±100 for the full control effect; nearly all actives have a fitted effect of over 60% in size
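Viability of parental KB-3-1 cells, measured by CellTiter-Glo luminescence, followed a 72 h incubation at 37 °C with pinned compounds in phenol-red-free DMEM containing 10% FBS.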
HT1080NT lethal: qHTS for induction of synthetic lethality in tumor cells producing 2HG: qHTS for the HT-1080-NT fibrosarcoma cell line; Potency, µM (doses to about 46.1 µM), for the others: top-dose activity, negative = less viability, most hits filed as cytotoxic; HT-1080-NT fibrosarcoma viability, CellTiter-Glo ATP luminescence, 48 h; 1.6% of 360,000 active;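 note: NT is the 2HG producing partner of a matched IDH1 knockdown line; 0% = DMSO-treated cells and -100% = media-only wells without cells; nearly all actives have a fitted effect of over 55% in size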
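Fibrosarcoma NT cells, 750 per well in 5% FBS RPMI, were exposed to compound for 48 hours. Viability: CellTiter-Glo luminescence.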
Starred values were filed as active, the others as inactive; u = inconclusive; x = no result given; & = joins results of further samples; [ ] = dose if it differs, or a comment. Calls come from the whole dose curve; as a rule, active = well fitted curve in the direction sought with a large enough effect; inconclusive = small, poorly fitted or top-dose-only effect, or another doubt; inactive = no such curve, though single readings can be large; an effect the other way counts as inactive or inconclusive. Potency is the fitted concentration of half-maximal effect.

SMILES | KB-V1 MDR tox | TDP-43 yeast inh | GLP1R ag | HT1080 IDH1KD tx | GLP1R cytotox | SW480 rerep | GLP1R inv ag | KB-3-1 tox | HT1080NT lethal
CCOC(=O)c1ccc(-c2ccc(N3C(c4ccsc4)=Cc4ccc(F)cc4C3c3c[nH]c4ccc(C#N)cc34)cc2)cc1F (configuration not stated) | u | u | -5% | 8% | 4% | x | 5% | 9% | 2%
Cc1cc(C)c(NC(=O)CN2C(=O)CCn3nc(-c4cccn4C)cc32)c(C)c1 | 7% | 24% | x | x | -5% | x | 13% | -4% | x
C=C(C)Cn1c2ccc(NC(=S)NCc3ccccc3F)cc2c(=O)n1C | -5% | 14% | 13% | 0% | -2% | x | -23% | 0% | -1%
Cc1cccc(CSC(Nc2ccc(F)cc2)=C(C#N)C#N)c1 | u | 8% | -5% | -24% | u | u | u | 16µM* | u
COc1cccc(CNC(=O)CCn2ccc3cc(S(=O)(=O)N4CCCC4)ccc32)c1 | 0%&7% | -5%&17% | -5% | -1% | 2%&0% | 26% | 14%&-19% | 2%&-3% | 0%
CCOC(=O)c1cc(-c2ccc(OC)cc2)nn1Cc1ccccc1 | -17% | 19% | 0% | x | 8% | x | u | -3% | x
Cc1cc(OCC(=O)NCc2ccccn2)c2c(C)cc(=O)oc2c1 | -1% | -2% | 1% | 8% | -2% | -1% | 25% | 12% | 9%
O=C1CC(c2ccsc2)c2ccc3ccccc3c2N1 (configuration not stated) | 16% | u | 17% | -16% | -9% | 5% | u | u | -16%
CC(C)NC(=O)Cn1nnc(-c2ccc(Cl)cc2)n1 | -22% | 22% | -14% | 29% | -9% | -5% | -3% | 4% | 12%
CCn1c(CC(=O)Nc2ccc(F)cc2)nnc1SCC(=O)NC1=NCCS1 | 3% | -33%[inhibitor] | 0% | 2% | 12% | 9% | 14% | -1% | -4%
COc1ccccc1CNC(=O)C1CCN(S(=O)(=O)N2CCCCC2)CC1 | 0% | -5% | 5% | 1% | -7% | -3% | 3% | 2% | 2%
Cc1ccc(SCc2nc3ccccc3n2CC(=O)Nc2c(C)cccc2C)cc1 | 0% | -9% | -8% | u | -6% | u | 0% | 7% | -11%
COc1ccc(C(O)C(O)(C(=O)OC(C)C)c2ccc(C)cc2)cc1 (configuration not stated) | u | 27% | x | -1% | 0% | x | 1% | -24% | 7%
CCC(=O)NC(=S)N1CCN(c2ccc([N+](=O)[O-])cc2Cl)CC1 | 3% | -13% | -10% | u | u | u | 0% | 5% | u
COCCCN(C(=S)Nc1c(C)cc(C)cc1C)C(C)c1ccccn1 (configuration not stated) | -19% | -10% | 5% | 11% | -11% | -8% | u | -8% | 21%
Cc1cc(C)c(S(=O)(=O)N2CCCC(C(=O)N3CCCC3)C2)c(C)c1 (configuration not stated) | u | u | -17% | -1% | -2% | -4% | -18% | -6% | -2%
O=C(Nc1ccc(Br)cc1)Nc1ccccc1F | 1% | -9%[0.397 µM] | 4% | -17% | -6% | -2% | u | -5% | -2%
CCOC(=O)c1cc(-c2ccc(F)cc2)n(CC(=O)NC(C)CC)c1C (configuration not stated) | 1% | 22% | -5% | 7% | 2% | -1% | -14% | 0% | 11%
CNc1nc(C)c(C#N)cc1C(C)=O | 28% | 19% | 21% | -3% | 5% | -7% | 68%[activator] | 18% | -5%
COc1ccc(CNC(=O)c2cccc(N3CCCC3=O)c2)cc1 | -27% | 1% | 3% | 9% | -3% | -5% | 2% | -7% | 8%
COC(=O)CCC(=O)OC1(C)C(=O)C=C2C=C(C3CC3)N(Cc3ccco3)C=C2C1=O (configuration not stated) | 19% | 11% | 1% | 7% | 0% | 12%[9.22 µM] | 2% | 14% | 3%
CCCN1CCN(S(=O)(=O)c2cn(C)nc2C)CC1 | 23% | 2% | -4% | 5% | -8% | 4% | 21% | 6% | 11%
NC(=O)CC1SC(N)=NC1=O (configuration not stated) | 15% | 14% | -2% | 5% | 2% | -7% | 4% | 9% | 6%
Cc1cccc2nc(CSc3nncn3-c3ccccc3)cn12 | 6% | -4% | 17% | 11% | -6% | -1% | 15% | 19% | 12%
FC(F)Oc1ccccc1NC(=S)Nc1cccnc1 | 0% | 10% | -2% | -3% | -1% | -3% | 19% | -7% | -5%
CCN1CCN(c2ccc(NC(=O)CC3OC(=O)c4ccccc43)cc2C)CC1 (configuration not stated) | 0% | 2% | 11% | -2% | -12% | x | -1% | -12% | 2%
Cc1nn(C(C)C(=O)NNC(=S)Nc2ccc(Cl)cc2)c(C)c1[N+](=O)[O-] (configuration not stated) | -1% | -10% | -13% | 1% | 13% | -10% | -12% | 2% | 8%
CCOc1ccc(OCc2cccc(C(=O)Nc3ccc(CN4CCCCC4)cc3)c2)cc1 | u | 7% | -16% | u | u | u | 4.5µM* | u | 15µM*
O=C(CCC(=O)N1CCOc2ccccc21)Nc1ccc(F)cc1F | 0% | 7% | -1% | 9% | -5% | 0% | -13% | 2% | 1%
Cc1cc(C)nc(NC(=O)CCC2CCCC2)c1 | -3% | u | -1% | -13% | -1% | -6% | u | -5% | -1%
Cc1cnn2c(C3CC3)ccnc12 | 1% | 0% | 0% | -14% | 3% | 22% | 1% | 14% | -14%
C=CCOC(=O)C1=C(C)NC(SCC)=C(C#N)C1c1ccc(Cl)cc1 (configuration not stated) | 23µM* | u | -4% | 8.2µM* | u | u | u | u | 9.2µM*
CCN(CC)C(=O)C1CCN(S(=O)(=O)c2ccc3oc4ccccc4c3c2)CC1 | 12µM* | 1% | 6% | -4% | -23% | -6% | u | -13% | -7%
CCOc1ccccc1C(=O)Nc1ccc2nc3n(c(=O)c2c1)CCCCC3 | 0% | u | -4% | u | -5% | -5% | 16% | -1% | 8%
C=CCn1c(SCC(=O)N(C)C2CCS(=O)(=O)C2)nnc1-c1ccccc1 (configuration not stated) | 13% | -18% | 7% | 6% | 4% | -548% | -8% | -10% | 4%
CCCCN(CCCC)S(=O)(=O)c1ccc(NC(=O)c2ccc([N+](=O)[O-])cc2Cl)cc1 | 16µM* | 9% | -8% | u | -24% | 0% | 4µM* | u | -30%
COc1ccc(F)cc1S(=O)(=O)Nc1ccc2c(c1)OCCO2 | -11% | -16% | -2% | -14% | -9% | -1% | -31% | -9% | -13%
Cc1ccc(S(=O)(=O)N=Nc2c(O)[nH]c3ccccc23)cc1C | 4% | -5% | -2% | 1% | 22% | 0% | 0% | 1% | 13%
O=C1CCC(=O)O1 | 15% | 22% | -3% | 0% | -9% | u | 4% | u | 4%
O=S(=O)(Cc1ccccc1)Nc1ccc(S(=O)(=O)NCC2CCCO2)cc1 (configuration not stated) | 2% | -11% | 0% | -19%[9.24 µM] | -1% | -13% | 0% | -6% | 0%
Cc1ccc(NS(=O)(=O)c2ccc3c(c2)NC(=O)CC(=O)N3)cc1C | 0% | -10% | -4% | 5% | -2% | -11% | 18% | -3% | 13%
CC1=C(C(=O)NCc2ccccc2)C(c2cccs2)n2ncnc2N1 (configuration not stated) | u | 1% | 11% | -4% | 60%[activator] | -2% | 1% | 0% | 5%
COc1ccc2cc(C(N)=O)c(=Nc3ccccc3)oc2c1 | -6% | -2%[0.397 µM] | 5% | -2% | -8% | -8% | 17% | -18% | 17%
COC(=O)c1cccc(CN2C(=O)C(C)Oc3ccc(C)cc32)c1 (configuration not stated) | 0% | 18µM* | 20% | 0% | 2% | x | u | 0% | -8%
COCCNC(=O)c1c[nH]c2ccc(S(=O)(=O)N3CCc4ccccc43)cc2c1=O | 6% | 2% | 0% | 2.3µM* | -24% | -3% | -32% | u | 2.3µM*

Profiles as entered above.
COCCNC(=O)c1c[nH]c2ccc(S(=O)(=O)N3CCc4ccccc43)cc2c1=O is listed as KB-V1 MDR tox = 6%; TDP-43 yeast inh = 2%; GLP1R ag = 0%; HT1080 IDH1KD tx = 2.3µM*; GLP1R cytotox = -24%; SW480 rerep = -3%; GLP1R inv ag = -32%; KB-3-1 tox = u; HT1080NT lethal = 2.3µM*
O=S(=O)(Cc1ccccc1)Nc1ccc(S(=O)(=O)NCC2CCCO2)cc1 (configuration not stated) is listed as KB-V1 MDR tox = 2%; TDP-43 yeast inh = -11%; GLP1R ag = 0%; HT1080 IDH1KD tx = -19%[9.24 µM]; GLP1R cytotox = -1%; SW480 rerep = -13%; GLP1R inv ag = 0%; KB-3-1 tox = -6%; HT1080NT lethal = 0%

(listing goes on)
SMILES | KB-V1 MDR tox | TDP-43 yeast inh | GLP1R ag | HT1080 IDH1KD tx | GLP1R cytotox | SW480 rerep | GLP1R inv ag | KB-3-1 tox | HT1080NT lethal
O=C(Cn1nnc2ccccc21)NNC(=S)NC1CCCCC1 | -3% | 0%[0.397 µM] | 0% | 13% | 2% | 2% | 2% | -7% | 0%
CN1CC(=O)N(CC(=O)Nc2cc(Cl)cc(Cl)c2)C1=O | -7% | -3% | 4% | -3% | 23% | -12% | -16% | 2% | -3%
CSCCC(NC(=O)COc1ccccc1)C(=O)N1CC(C)OC(C)C1 (configuration not stated) | -17% | -10% | -6% | 7% | -12% | -15% | -2% | -2% | 1%
Cc1cc(C)cc(NC(=O)Cc2csc(COc3cccc(C)c3)n2)c1 | 2% | 8% | x | x | 16% | x | -4% | 1% | x
Cc1ccc(S(=O)(=O)C(CNC(=O)C(C)C)c2cccs2)cc1 (configuration not stated) | -8% | 0% | 11% | 2% | -16% | -9% | -1% | -1% | 16%
